Screening data (PubChem BioAssay)
12-LOX inh – blocks human arachidonate 12S-lipoxygenase. Potency, µM (doses to about 108 µM), for the others: at the highest dose activity change, negative = inhibition, hits mostly inhibitors. 580,000 compounds, 1.1% hits. purified 12hLO, xylenol orange hydroperoxide absorbance. AID 1671190. P18054; also: potency is read from the fitted curve at half-maximal effect; % is scaled to controls: 0 for no effect and ±100 for the full control effect
Target sequence (P18054 whole entry, looked up): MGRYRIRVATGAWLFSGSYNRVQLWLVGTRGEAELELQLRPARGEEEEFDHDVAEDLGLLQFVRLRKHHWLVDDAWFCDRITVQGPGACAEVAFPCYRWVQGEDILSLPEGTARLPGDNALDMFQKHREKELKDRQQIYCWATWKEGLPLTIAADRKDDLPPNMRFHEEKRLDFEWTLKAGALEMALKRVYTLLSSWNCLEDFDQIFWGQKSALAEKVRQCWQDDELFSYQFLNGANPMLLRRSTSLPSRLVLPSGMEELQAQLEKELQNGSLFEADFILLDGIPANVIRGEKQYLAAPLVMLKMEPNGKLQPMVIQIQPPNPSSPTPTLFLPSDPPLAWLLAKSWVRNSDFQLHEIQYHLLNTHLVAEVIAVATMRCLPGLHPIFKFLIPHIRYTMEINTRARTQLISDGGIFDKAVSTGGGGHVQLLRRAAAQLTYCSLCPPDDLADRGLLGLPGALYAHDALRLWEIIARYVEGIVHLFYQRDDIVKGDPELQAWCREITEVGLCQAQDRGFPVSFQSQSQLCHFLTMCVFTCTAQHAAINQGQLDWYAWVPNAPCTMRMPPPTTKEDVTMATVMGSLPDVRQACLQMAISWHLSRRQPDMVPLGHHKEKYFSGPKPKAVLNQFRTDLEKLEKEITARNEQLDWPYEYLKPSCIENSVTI
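Purified human 12hLO (150 nM final) in 25 mM Hepes, 0.01% Triton X-100, pH 7.0 was preincubated 15 min at room temperature with compound. Then 40 uM arachidonic acid was added, 30 min. Hydroperoxide was read by Fe-XO absorbance ratio 573/405 nm.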
POLK inh – inhibitors of human DNA polymerase kappa | Q9UBT6 | purified Pol kappa, fluorescent DNA synthesis assay, 10 min | Potency, µM (titrated, usually from 107 µM), for inactives: at the highest dose activity, negative = inhibition, actives largely listed as inhibitors | 400,000 compounds, 0.53% hits; also: potency is read from the fitted curve at half-maximal effect; % is scaled to controls: 0 for no effect and ±100 for the full control effect
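Inhibition of 10 nM Pol kappa is measured by a fluorescent read-out at 0 and 10 min following addition of 50 nM substrate (final), with a 15-min room-temperature compound preincubation.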
Pol eta inh – inhibitors of human DNA polymerase eta; recombinant Pol eta, fluorescent DNA replication assay; Potency, µM (highest dose often 114 µM), for the others: at the highest dose activity change, negative = inhibition, usual class: inhibitors; AID 588591; 390,000 compounds, 1.2% hits; also: potency is read from the fitted curve at half-maximal effect; % is scaled to controls: 0 for no effect and ±100 for the full control effect
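Pol eta at 10 nM preincubated with compounds 15 min at room temperature; reaction started with fluorescent substrate (50 nM final) and read kinetically at 0 and 10 min.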
RGS4 inhibitor – blocks human RGS4-accelerated GTP hydrolysis. 390,000 compounds, 0.039% hits. P49798. Potency, µM (titrated, usually from 114 µM), for the others: at the highest dose activity change, negative = inhibition, most hits filed as inhibitors. Transcreener GDP fluorescence polarization, RGS4-accelerated GTP hydrolysis; also: potency is read from the fitted curve at half-maximal effect; % is scaled to controls: 0 for no effect and ±100 for the full control effect; nearly all actives have a fitted effect of over 75% in size; some results filed as inactive show a strong effect at the top dose
Target sequence (P49798 whole entry, looked up): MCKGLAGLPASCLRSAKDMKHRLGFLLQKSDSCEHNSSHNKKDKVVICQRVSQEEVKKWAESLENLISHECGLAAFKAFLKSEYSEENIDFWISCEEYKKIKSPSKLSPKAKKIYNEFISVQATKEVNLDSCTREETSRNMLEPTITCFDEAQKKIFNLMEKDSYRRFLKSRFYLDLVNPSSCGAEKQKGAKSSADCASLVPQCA
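MLSMR compounds (23 nl, pin-transferred) preincubated 10 min at room temperature with a 500nM (2x) first reagent, then RGS4 at 900nM (2x) plus Transcreener GDP mix added; fluorescence polarization (620/688 nm) read before and after 90 min at 30 °C.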
POLB inh – DNA polymerase beta (human) inhibition; P06746; Pol beta primer extension/strand displacement, fluorescence kinetic; Potency, µM (series often up to 114 µM), without a hit: at the top dose activity change, negative = inhibition, hits mostly inhibitors; 340,000 compounds, 1.3% hits; AID 485314; also: potency is read from the fitted curve at half-maximal effect; % is scaled to controls: 0 for no effect and ±100 for the full control effect
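Human Pol beta at 10 nM; strand-displacement substrate 50 nM final. Compound exposure 15 min at room temperature before start, reaction 10 min at room temperature.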
APEX1 inh – APE1 (human) endonuclease inhibition. P27695. recombinant APE1, TAMRA/BHQ-2 abasic DNA cleavage fluorescence. Potency, µM (top dose mostly 65.8 µM), for the others: at the top dose activity change, negative = inhibition, usual class: inhibitors. 350,000 compounds, 0.35% hits;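 also: potency is read from the fitted curve at half-maximal effect; plate controls were vehicle for no effect and reference inhibitor for full effect; nearly all actives have a fitted effect of over 55% in size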
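Kinetic fluorescence read (525 ex/598 em nm, three reads 60 s apart) of AP-site incision; signal = third minus first read. Enzyme 0.75 nM, dual-labelled THF duplex 50 nM, compound preincubation 15 min RT.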
ERG-DNA inh – blocks human ERG Ets domain binding to DNA. 370,000 compounds, 0.028% hits. fluorescence polarization, His-ERG Ets domain / labelled DNA. Potency, µM (titrated, usually from 76.9 µM), for the others: at the highest dose FP activity, negative = inhibition, hits mostly inhibitors. P11308. AID 624246; active = well fitted inhibition curve with a large enough effect in the polarisation, with a control signal flat; inconclusive = small, poorly fitted or top-dose-only effect, or effect the other way, or a change in a side signal; inactive = no such curve, though single readings can be large or run the other way; the % refers to the polarisation;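 also: polarization taken with two DNA probes labelled with fluorescein and Texas red; potency is read from the fitted curve at half-maximal effect; % of control where 0% means no effect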
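His-tagged ERG Ets domain (1 uM in the protein solution; 300mM KCl, 50mM Tris-HCl, 1mM EDTA, 1mM DTT, pH 7.5) received compound, then a probe mix of 5 nM fluorescein-DNA and 100nM Texas-615-DNA. Fluorescence polarization was read for both dyes.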
Apoferritin bind – candidate novel general anesthetic via apoferritin binding; P02791; apoferritin/1-aminoanthracene competitive binding, fluorescence; Potency, µM (top dose mostly 77.5 µM), without a hit: top-dose activity change, negative = displacement, most hits filed as inhibitors; 350,000 compounds, 0.074% hits; AID 485281; also: potency is read from the fitted curve at half-maximal effect; % is scaled to controls: 0 for no effect and ±100 for the full control effect; nearly all actives have a fitted effect of over 20% in size
Target sequence (P02791 2-175 limits assumed): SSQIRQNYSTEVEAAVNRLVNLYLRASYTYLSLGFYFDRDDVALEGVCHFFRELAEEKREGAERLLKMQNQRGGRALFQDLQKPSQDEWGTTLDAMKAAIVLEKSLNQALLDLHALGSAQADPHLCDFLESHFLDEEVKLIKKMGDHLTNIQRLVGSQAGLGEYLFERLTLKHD
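Horse-spleen apoferritin (10 uM) was mixed with 50% saturated 1-aminoanthracene in PBS, exposed to compounds for 10 min at room temperature, and read for fluorescence (ex 380 nm, em 535 nm). Competitive displacement was fitted with a four-parameter Hill equation.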
LDHA inh – LDHA (human) enzyme inhibition; P00338; purified LDHA, NADH/diaphorase-resazurin fluorescence; active compounds read low; activity change, % (values are at about 110 or 230 µM); 480,000 compounds, 0.15% hits; AID 1347041; in the data active = activity change below about -30%; inconclusive = mostly about -25% to -30%;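 also: plate controls were DMSO wells for no effect and wells without enzyme for full effect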
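Remaining NADH was detected by diaphorase (0.133 mg/mL) converting 37 µM resazurin to fluorescent resorufin, read at 0 and 20 minutes. The preceding 5-minute room-temperature reaction used 2 nM LDHA, 0.2 mM sodium pyruvate and 0.06 mM NADH at pH 7.4.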
Numbers without * were called inactive; ? = inconclusive; . = not tested or not shown; & = joins results of further samples; [ ] = remark or other dose. Unless noted, calls follow the shape of the dose curve; as a rule, active = well fitted curve in the direction sought with a large enough effect; inconclusive = small, poorly fitted or top-dose-only effect, or another doubt; inactive = no such curve, though single readings can be large; an effect the other way counts as inactive or inconclusive. Some of the compounds tested, so the mix of outcomes need not match the whole.

entry	12-LOX inh	POLK inh	Pol eta inh	RGS4 inhibitor	POLB inh	APEX1 inh	ERG-DNA inh	Apoferritin bind	LDHA inh	structure
1	0%	-7%	-12%	14%	?	-3%	-3%	?	-5	Cc1ccc2nc(SCC(=O)Nc3ccc4c(c3)OCCO4)[nH]c2c1
2	-6%	13%	16%	-9%[11.4 µM]	9%	?	-4%	-1%	0	COc1ccc(S(=O)(=O)N2CCCc3ccccc32)cc1OC
3	-10%	-2%	-5%	1%[56.9 µM]	24%	12%	-10%	4%	-1	CN1c2ccccc2C(=O)NC1c1ccc(Cl)cc1 (centres undefined)
4	98%[activator][57.4 µM]	2%	-11%	-15%	14%	-1%	8%	-22%	-9	COc1ccccc1CCC(=O)Nc1nc2ccccc2[nH]1
5	?	-16%	?	-20%	.	-7%	4%	.	10	Cc1n[nH]c(=O)c2c(NC(=O)CSc3nn(-c4ccc(F)cc4)c(=S)s3)oc(C)c12
6	?	-3%	-13%	-36%	.	-15%	5%	.	0	Cc1ccc(S(=O)(=O)N(C)C(C)CCc2ccco2)cc1 (centres undefined)
7	3%	-22%	11%	9%	19%	-4%	6%	-7%	-3	COc1cc(/C=N/NC(=O)CNC(=O)/C=C/c2ccco2)cc(OC)c1OC
8	?	-2%	-16%	-3%	.	-18%	20%	.	7	COc1cc(OC)cc(C(=O)N[C@H](C(=O)OCC(=O)Nc2ccc3c(c2)OCO3)C(C)C)c1
9	0%	-3%	-10%	2%	8%	-7%	-7%	-11%	-8	Cc1cc(-n2c(SCC(=O)Nc3ccc(Br)cc3)nc3n[nH]c(C)c3c2=N)ccc1Cl
10	52%[activator]	-1%	13%	16%	8%	-4%	7%	-10%	-2	CC(NC(=O)CSc1nc2ccccc2n1CCC#N)c1ccc(F)cc1 (centres undefined)
11	-2%	-8%	-20%	0%	?	2%	0%	?	-5	Oc1ccc(/C=N/Nc2nc(N3CCCCCC3)nc(N3CCCCCC3)n2)c(O)c1
12	?	-9%	0%	-21%[56.9 µM]	-1%	3%	-3%	2%	0	O=C(O)/C=C/C(=O)Nc1ccc(OC(F)(F)F)cc1
13	-11%	-13%[60.1 µM]	11%	5%	6%	.	2%	1%	-2	CCCCc1nn2c(=O)cc(COC(=O)c3ccc(NC(=O)c4ccccc4Cl)cc3)nc2s1
14	0%	-3%	-27%	4%	12%	14%	-8%	39%[activator]	3	OC(COc1cccc2ccccc12)CN1CCN(c2cccc(Cl)c2)CC1 (centres undefined)
15	4%	-3%	-20%	-4%	20%	13%	-2%	-9%	-3	Cc1cnc(C(=O)N2CCCC(N3CCN(c4ccccc4C)CC3)C2)cn1 (centres undefined)
16	390%[activator]	8%	-16%	-11%	1%	-1%	2%	7%	-4	Cn1c(C(=O)N2CCCCCC2)cc2c(=O)n(C)c3ccccc3c21
17	?	-26%	-5%	9%	11%	0%	2%	?	0	Cc1csc(NC(=O)CCc2nc3ccccc3s2)n1
18	2%	-2%	-23%	-5%	11%	32%	3%	-4%	-1	CCOC(=O)C1CCN(Cc2c(C(=O)N3CCOCC3)nc3c(C)cccn23)CC1
19	-19%	-15%	-10%	1%	16%	.	-3%	-3%	-11	CCN(CCCNC(=O)Cn1ncc2c3ccccc3n(C)c2c1=O)Cc1ccccc1
20	-1%	-11%	-6%	0%	-16%	0%	10%	?	0	COc1ccc(OC)c(N2C(=O)C(Cl)=C(N3CCCCC3)C2=O)c1

Record cards, as listed above:
Shown for COc1ccc(OC)c(N2C(=O)C(Cl)=C(N3CCCCC3)C2=O)c1 = 12-LOX inh: -1%; POLK inh: -11%; Pol eta inh: -6%; RGS4 inhibitor: 0%; POLB inh: -16%; APEX1 inh: 0%; ERG-DNA inh: 10%; Apoferritin bind: ?; LDHA inh: 0
Shown for CCCCc1nn2c(=O)cc(COC(=O)c3ccc(NC(=O)c4ccccc4Cl)cc3)nc2s1 = 12-LOX inh: -11%; POLK inh: -13%[60.1 µM]; Pol eta inh: 11%; RGS4 inhibitor: 5%; POLB inh: 6%; APEX1 inh: .; ERG-DNA inh: 2%; Apoferritin bind: 1%; LDHA inh: -2

Next part:
entry	12-LOX inh	POLK inh	Pol eta inh	RGS4 inhibitor	POLB inh	APEX1 inh	ERG-DNA inh	Apoferritin bind	LDHA inh	structure
21	-18%	-9%	-7%	-6%	-12%	.	1%	-1%	-13	COc1cc(Cl)c(C)cc1NC(=O)CCc1c(C)nc2c3cccnc3nn2c1C
22	6%	-8%	-12%	8%	-1%	2%	-1%	69%[activator]	-7	COc1ccc2oc(=N)c(C(=O)Nc3ccccc3)cc2c1
23	-23%	-1%	-17%	10%	.	-6%	-1%	.	-7	CCOC(=O)N1CCN(S(=O)(=O)c2ccc3c(c2)C(C)C(=O)N3)CC1 (centres undefined)
24	16%	4%	6%	2%	-3%	2%	-3%	-12%	1	O=C(Cn1nnc2c(sc3nc4c(c(-c5ccccc5)c32)CCC4)c1=O)c1ccccc1
25	-22%	-6%	1%	-11%	-16%	?	-3%	?	0	CC1Cc2ccccc2N1C(=O)CSc1nnnn1Cc1ccccc1 (centres undefined)
26	25%	-3%	-4%	21%	8%	-11%	-2%	-6%	-6	CC(=O)c1cccc(NC(=O)NCc2cccnc2)c1
27	-13%	-2%	-12%	5%	3%	1%	12%	-4%	-7	CC1CCN(C(=O)CN(c2ccccc2)S(=O)(=O)N(C)C)CC1
28	?	0%	-11%	-15%[56.9 µM]	-5%	3%	-1%	-14%	-1	CCCC(=O)NCCc1ccc(F)cc1
29	6%	-9%	4%	9%	4%	8%	1%	1%	-9	O=c1[nH]c(CSc2ncccn2)nc2c1cnn2-c1ccccc1
30	11%	-11%	-22%	-25%	1%	3%	-11%	-14%	-2	Cc1cc(C)nc(SCC(=O)Nc2nc(-c3ccccc3)c(-c3ccccc3)o2)n1
31	-7%	2%&-4%	-7%	-5%	.	14%	1%	.	-3	C[C@@H](CSc1ccc(Br)cc1)CN1CC[C@H](O)CCC1=O
32	?	-2%	-8%	-1%	.	0%	0%	.	-21	COc1ccc(NC(=O)CN(C)C(=O)/C=C/c2cn(Cc3ccccc3)nc2-c2cccnc2)cc1
33	?	1%	-9%	-19%	-1%	-6%	-1%	-4%	1	Cc1ccc(S(=O)(=O)N2CCN(C3CC(=O)N(Cc4ccccc4)C3=O)CC2)cc1C (centres undefined)
34	1%	-13%	-4%	-1%	.	-4%	-2%	.	-3	CC(=O)N1CCN(C(=O)c2ccc(Cl)c(S(=O)(=O)N3CC(C)OC(C)C3)c2)CC1 (centres undefined)
35	3%	-6%	4%	1%	0%	-2%	0%	3%	-9	CC(NS(=O)(=O)c1ccc(Br)cc1)C(N)=O (centres undefined)
36	16µM*	-14%	40µM*	-48%	40µM*	-4%	10%	-5%	-13	CC(/C=C1\SC(=S)N(NS(=O)(=O)c2ccc(C)cc2)C1=O)=C\c1ccccc1
37	-7%	5%	3%	-4%	-9%	46%[activator]	4%	-5%	0	CCOc1ccc(CCNC(=O)CS(=O)Cc2nc(-c3ccc(OC)c(OC)c3)oc2C)cc1OCC (centres undefined)
38	0%	-1%	-6%	-4%	7%	7%	-4%	-1%	-17	COc1cccc2cc(-c3nnc(SCC(=O)Nc4cc(C(F)(F)F)ccc4Cl)n3N)oc12
39	.	-1%	-16%	-11%	2%	60%[activator]	-3%	-2%	0	CCc1cccc(C)c1NC(=O)Nc1c(Br)cnn1C
40	9%	-11%	-13%	-33%	?	-10%	3%	-4%	2	CCn1c(C)nc2cc(C(=O)N/N=C/c3ccc(O)cc3)ccc21
41	2%	-7%	-13%	15%	40µM*	1%	5%	-2%	-12	Cc1cc(-c2nnc(SCC(=O)c3ccc4c(c3)OCCO4)o2)no1
42	0%	-7%	-5%	-23%	0%	-4%	-5%	-5%	-1	COc1ccc(NC(=O)Nc2ccc(F)cc2)c(C)c1

By substructure, the entries above with a Cl atom (eight)
entry	12-LOX inh	POLK inh	Pol eta inh	RGS4 inhibitor	POLB inh	APEX1 inh	ERG-DNA inh	Apoferritin bind	LDHA inh	structure
3	-10%	-2%	-5%	1%[56.9 µM]	24%	12%	-10%	4%	-1	CN1c2ccccc2C(=O)NC1c1ccc(Cl)cc1 (centres undefined)
9	0%	-3%	-10%	2%	8%	-7%	-7%	-11%	-8	Cc1cc(-n2c(SCC(=O)Nc3ccc(Br)cc3)nc3n[nH]c(C)c3c2=N)ccc1Cl
13	-11%	-13%[60.1 µM]	11%	5%	6%	.	2%	1%	-2	CCCCc1nn2c(=O)cc(COC(=O)c3ccc(NC(=O)c4ccccc4Cl)cc3)nc2s1
14	0%	-3%	-27%	4%	12%	14%	-8%	39%[activator]	3	OC(COc1cccc2ccccc12)CN1CCN(c2cccc(Cl)c2)CC1 (centres undefined)
20	-1%	-11%	-6%	0%	-16%	0%	10%	?	0	COc1ccc(OC)c(N2C(=O)C(Cl)=C(N3CCCCC3)C2=O)c1
21	-18%	-9%	-7%	-6%	-12%	.	1%	-1%	-13	COc1cc(Cl)c(C)cc1NC(=O)CCc1c(C)nc2c3cccnc3nn2c1C
34	1%	-13%	-4%	-1%	.	-4%	-2%	.	-3	CC(=O)N1CCN(C(=O)c2ccc(Cl)c(S(=O)(=O)N3CC(C)OC(C)C3)c2)CC1 (centres undefined)
38	0%	-1%	-6%	-4%	7%	7%	-4%	-1%	-17	COc1cccc2cc(-c3nnc(SCC(=O)Nc4cc(C(F)(F)F)ccc4Cl)n3N)oc12
